Assay outcomes from PubChem BioAssay.
ASM inhibitor – inhibitors of human secretory acid sphingomyelinase | P17405 | placental ASM, HMU-PC fluorogenic substrate, 60 min | Potency, µM (doses to about 57.5 µM), for the others: at the top dose activity change, negative = inhibition, actives largely listed as inhibitors | 340,000 tested, 0.006% active | AID 504937; note: potency is the fitted concentration of half-maximal effect
Target sequence (P17405 47-631 limits assumed): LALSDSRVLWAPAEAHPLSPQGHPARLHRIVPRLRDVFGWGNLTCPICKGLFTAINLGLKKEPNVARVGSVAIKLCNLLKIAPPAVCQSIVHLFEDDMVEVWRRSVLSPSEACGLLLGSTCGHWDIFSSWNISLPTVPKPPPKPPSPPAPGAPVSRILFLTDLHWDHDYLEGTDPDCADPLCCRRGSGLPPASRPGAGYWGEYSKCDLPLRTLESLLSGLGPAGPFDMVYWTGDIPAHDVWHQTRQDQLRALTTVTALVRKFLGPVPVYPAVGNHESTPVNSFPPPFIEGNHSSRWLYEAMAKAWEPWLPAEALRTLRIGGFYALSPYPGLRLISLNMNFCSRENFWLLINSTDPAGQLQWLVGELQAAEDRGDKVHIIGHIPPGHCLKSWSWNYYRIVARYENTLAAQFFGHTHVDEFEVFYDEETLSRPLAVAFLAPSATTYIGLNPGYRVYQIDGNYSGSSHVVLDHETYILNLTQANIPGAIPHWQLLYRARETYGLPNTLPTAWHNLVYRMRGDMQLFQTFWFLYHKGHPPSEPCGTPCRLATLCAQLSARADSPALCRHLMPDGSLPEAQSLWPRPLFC
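Human placenta-derived ASM enzyme was preincubated with compound for 10 minutes at room temperature, then given fluorogenic substrate HMU-PC0 (9 uM final) for 60 minutes at 37 °C; a pH 10 stop preceded fluorescence reading at Ex 386/Em 447 nm.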
B2AR arrestin – beta2AR (human) beta-arrestin recruitment activity; AID 492947; Potency, µM (highest dose often 46.1 µM), for the others: at the highest dose activation, actives largely listed as activators; P07550; beta-arrestin recruitment to beta2AR, cell-based reporter; 330,000 tested, 0.02% active;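 note: potency is the fitted concentration of half-maximal effect; 0% = DMSO controls and full agonism = EC100 isoproterenol or metaproterenol; nearly all actives have a fitted effect of over 65% in size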
a7 integrin act – activates integrin-mediated alleviation for muscular dystrophy; alpha7betagal myoblasts, beta-gal FDG fluorescence, 48 h; Potency, µM (titrated, usually from 38.3 µM), for the others: at the top dose activation, actives largely listed as activators; 350,000 tested, 0.064% active;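 note: potency is the fitted concentration of half-maximal effect; 100% = response of the positive control SU9516; nearly all actives have a fitted effect of over 60% in size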
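Alpha7betagal+/- myoblasts (passage 13) were plated 16-24 hr, then exposed to compounds (1:260 dilution of DMSO stock) for 48 hours at 37C. After MPER lysis, β-galactosidase reporter activity was read as FDG fluorescence (ex 480/em 540) after 30 minutes.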
ELG1 genotox – inducers of genotoxicity in HEK293T ELG1-luciferase cells; Potency, µM (highest dose often 46 µM), for inactives: at the highest dose activity change, positive = activation, most hits filed as activators; 330,000 tested, 1.3% active; AID 504466; HEK293T ELG1-luciferase reporter, luminescence, 16 h; note: potency is the fitted concentration of half-maximal effect; % of control where 0% means no effect; nearly all actives have a fitted effect of over 60% in size
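HEK293T cells expressing luciferase-tagged ELG1 were exposed to compound or DMSO vehicle for 16 hr at 37 °C and 5% CO2. Luciferase activity was then measured with ONE-Glo after 30 min at room temperature.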
TRPV1 ag – human TRPV1 agonism; 320,000 tested, 0.19% active; activation, % at 8.33 µM; Q8NER1; TRPV1-expressing cells, Fluo-8 calcium influx, agonist mode; AID 540275; in the data active = activation above about 80%; inconclusive = between about 30% and that limit; note: 0% is about no effect
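TRPV1-expressing cells were cultured overnight at 35.5C and loaded with Fluo-8 calcium dye for 40 to 90 min at room temperature. After a 10 s baseline, compound was added and calcium influx was read kinetically for 3 min (ex 480/em 520 nm).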
PTAP TSG101 blk – blocks PTAP/TSG101 interaction to inhibit HIV-1 budding; AID 493005; Q99816; Fluorescence polarization, FITC-PTAP peptide / Tsg101 binding; 340,000 tested, under 10 active; Potency, µM (doses to about 115 µM), for inactives: top-dose activity change, negative = inhibition, most hits filed as inhibitors; active = well fitted inhibition curve with a large enough effect in the main read-out, with a control signal flat, not every such curve was filed as active; inconclusive = small, poorly fitted or top-dose-only effect, or effect the other way, or a change in a side signal; inactive = no such curve, though single readings can be large or run the other way; note: potency is the fitted concentration of half-maximal effect; % of control where 0% means no effect
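Steps: Tsg101 binding domain dispensed (10 uM final), compounds pinned in DMSO, FITC-labeled PTAP-motif peptide added (50 nM final); after 20 min binding at room temperature, polarization measured.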
uPA surface inh – cell surface uPA generation inhibition; 330,000 tested, 0.31% active; AID 540303; Potency, µM (top dose mostly 38.3 µM), for the others: at the top dose activity change, negative = inhibition, hits mostly inhibitors; cell surface uPA generation assay, qHTS; active = well fitted inhibition curve with a large enough effect; inconclusive = small, poorly fitted or top-dose-only effect; inactive = no such curve, though single readings can be large or run the other way; tested in mouse RAW 264.7 cells; note: potency is the fitted concentration of half-maximal effect; % is set by controls: 0 for no effect and ±100 for the full control effect; nearly all actives have a fitted effect of over 55% in size
USP2a block – blocks human ubiquitin-specific protease USP2a; USP2 core, Ub-CHOP2 coupled fluorogenic reporter, 485/531; Potency, µM (titrated, usually from 38.3 µM), without a hit: top-dose activity change, negative = inhibition, actives largely listed as inhibitors; 330,000 tested, 0.01% active; AID 463254;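 note: potency is the fitted concentration of half-maximal effect; plate controls were DMSO wells for no effect and full inhibition by NEM control for full effect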
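Deubiquitinase activity read as fluorescence (485/531 nm) after Ub-CHOP2 cleavage activates the enterokinase reporter on its substrate; USP2 core 10nM, Ub-CHOP2 and substrate 25nM each, 30min compound preincubation then 60min RT; data normalized to NEM, curves fitted.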
p53 reactivator – restores transcriptional activity of mutant p53. H1299 p53-A138V BP100-luciferase reporter, luminescence, 24 h. Potency, µM (doses to about 92.2 µM), without a hit: at the top dose activity change, positive = activation, hits mostly activators. 320,000 tested, 0.063% active; note: potency is the fitted concentration of half-maximal effect; % of control where 0% means no effect; nearly all actives have a fitted effect of over 45% in size
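p53-null H1299 cells stably carrying temperature-sensitive p53-A138V and a BP100-luciferase reporter were pinned with compounds (4-point, 1:5 series) and held 24 hrs at 37 deg C. Luminescence was read 10 min after detection reagent.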
Eya2 inh – inhibitors of human Eya2 phosphatase activity; 330,000 tested, 0.006% active; recombinant Eya2, OMFP fluorescence dephosphorylation (OMFP is methylfluorescein phosphate); Potency, µM (top dose mostly 76.9 µM), without a hit: top-dose activity, negative = inhibition, usual class: inhibitors; O00167; note: potency is the fitted concentration of half-maximal effect; % is set by controls: 0 for no effect and ±100 for the full control effect
Target sequence (O00167 whole entry, looked up): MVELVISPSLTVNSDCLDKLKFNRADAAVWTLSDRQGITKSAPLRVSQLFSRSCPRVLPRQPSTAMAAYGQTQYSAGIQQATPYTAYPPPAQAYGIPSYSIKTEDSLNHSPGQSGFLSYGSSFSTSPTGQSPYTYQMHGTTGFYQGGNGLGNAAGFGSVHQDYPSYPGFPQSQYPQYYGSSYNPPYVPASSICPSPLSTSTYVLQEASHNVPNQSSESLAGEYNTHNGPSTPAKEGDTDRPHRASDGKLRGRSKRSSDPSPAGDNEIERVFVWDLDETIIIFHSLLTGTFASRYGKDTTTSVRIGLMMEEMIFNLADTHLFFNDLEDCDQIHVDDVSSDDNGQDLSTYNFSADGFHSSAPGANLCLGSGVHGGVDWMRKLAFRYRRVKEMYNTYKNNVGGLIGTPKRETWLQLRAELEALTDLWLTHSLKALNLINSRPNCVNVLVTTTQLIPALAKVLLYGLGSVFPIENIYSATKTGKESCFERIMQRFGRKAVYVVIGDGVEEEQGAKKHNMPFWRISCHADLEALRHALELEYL
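Eya2 protein (added as 0.2 uM solution) was preincubated with compound for 10 min at ambient temperature in 50 mM HEPES pH 7.5, 50 mM NaCl, 5 uM MgCl2, 0.05% BSA, 1 mM DTT. OMFP (added at 50 uM) then reacted 10 min; fluorescence read at 485/525 nm.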
BRCA1 expr up – increases BRCA1 expression | MCF7-BRCA1-FFLuc reporter, luminescence, 48 h; response scale: scaled: vehicle 0%, 10 µM genistein 100% | Potency, µM (series often up to 46.1 µM), inactives show at the highest dose activation, most hits filed as activators | 380,000 tested, 1.1% active | AID 624202; note: potency is the fitted concentration of half-maximal effect; nearly all actives have a fitted effect of over 80% in size; some results filed as inactive show a strong effect at the top dose
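Cells: MCF7-BRCA1-FFLuc, 2000/well. Exposure: 48 h, 37 °C, 5% CO2. Read: luminescence, 15 min post-substrate. Controls: genistein 10 microM (maximal activation), DMSO (neutral).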
* hit, by the source's call; [ ] = dose if it differs, or a comment. Unless noted, calls come from the whole dose curve; as a rule, active = well fitted curve in the direction sought with a large enough effect; inconclusive = small, poorly fitted or top-dose-only effect, or another doubt; inactive = no such curve, though single readings can be large; an effect the other way counts as inactive or inconclusive.

Screening Cc1nc(NCc2cccnc2)c2c3c(sc2n1)CC(C)CC3 (stereo not given) returned ASM inhibitor 0%, B2AR arrestin 5.3%, a7 integrin act -2%, ELG1 genotox 1%, TRPV1 ag 14, PTAP TSG101 blk -7%, uPA surface inh -13%, USP2a block 1%, p53 reactivator 2%, Eya2 inh -16% and BRCA1 expr up 29%.
`CN1CCN(C(=O)CN(c2ccccc2)S(=O)(=O)N(C)C)CC1` gave ASM inhibitor 2%, B2AR arrestin 0.2%, a7 integrin act 0%, ELG1 genotox 0%, TRPV1 ag -2, PTAP TSG101 blk -1%, uPA surface inh 1%, USP2a block 2%, p53 reactivator -3%, Eya2 inh 4% and BRCA1 expr up 0%.
`Cc1ccc(C2=NS(=O)(=O)N(C)C(C(=O)Nc3cc(C)n(CC(=O)N4CCCCC4)n3)=C2)cc1` gave ASM inhibitor -12%, B2AR arrestin -1.2%, a7 integrin act 1%, ELG1 genotox -7%, TRPV1 ag -2, PTAP TSG101 blk -1%, uPA surface inh -4%, USP2a block 3%, p53 reactivator -8%, Eya2 inh 5% and BRCA1 expr up 5%.
Screening Cc1ccc(S(=O)(=O)Nc2ccc(O)c3cccnc23)cc1 returned ASM inhibitor -5%[11.5 µM], B2AR arrestin -0.5%, a7 integrin act -21%, ELG1 genotox -11%, TRPV1 ag 5, PTAP TSG101 blk -2%, uPA surface inh 1%, USP2a block -4%, p53 reactivator -17%, Eya2 inh -8% and BRCA1 expr up -78%.
For c1ccc2c(Nc3nc4c(s3)CCCC4)cccc2c1 the results were ASM inhibitor -1%, B2AR arrestin 0.1%, a7 integrin act -14%, ELG1 genotox inconclusive, TRPV1 ag 25, PTAP TSG101 blk 0%, uPA surface inh -3%, USP2a block -5%, p53 reactivator 13%, Eya2 inh -8% and BRCA1 expr up inconclusive.
Screening COc1ccccc1/C=[N+](\[O-])C1SC(=S)N(C)C1(C)C (stereo not given) returned ASM inhibitor 1%, B2AR arrestin -1.1%, a7 integrin act 0%, ELG1 genotox 1%, TRPV1 ag 0, PTAP TSG101 blk -5%, uPA surface inh 0%, USP2a block 3%, p53 reactivator -2%, Eya2 inh 3% and BRCA1 expr up -7%.
CCOc1cc(/C=C2/C(=N)N3C(=NC2=O)SN=C3S(=O)(=O)CC)ccc1OC(=O)c1ccco1 was read as ASM inhibitor inconclusive, B2AR arrestin -0.7%, a7 integrin act -130%[inhibitor], ELG1 genotox 3%, TRPV1 ag 1, PTAP TSG101 blk -3%, uPA surface inh -4%, USP2a block 2%, p53 reactivator 2%, Eya2 inh 1% and BRCA1 expr up 9%.
For CCOc1ccc(NC(=O)CN2CCCC2c2cccs2)cc1S(=O)(=O)N1CCCCC1 (stereo not given) the results were ASM inhibitor 0%, B2AR arrestin -0.2%, a7 integrin act -23%, ELG1 genotox -9%, TRPV1 ag 16, PTAP TSG101 blk -4%, uPA surface inh -4%, USP2a block -1%, p53 reactivator -10%, Eya2 inh 7% and BRCA1 expr up -51%.
Screening Cc1ccc2[nH]c3c(c2c1)CC/C(=C/c1ccccc1)C3=O returned ASM inhibitor -3%, B2AR arrestin 0.2%, a7 integrin act -19%, ELG1 genotox inconclusive, TRPV1 ag 2, PTAP TSG101 blk 1%, uPA surface inh -6%, USP2a block 2%, p53 reactivator inconclusive, Eya2 inh 22% and BRCA1 expr up 7%.
Screening Cc1nc(C(=O)NCCC(C)C)sc1C1(C)CC(c2ccccc2)=NO1 (stereo not given) returned ASM inhibitor -2%, B2AR arrestin 0.4%, a7 integrin act -14%, ELG1 genotox -2%, TRPV1 ag 6, PTAP TSG101 blk -1%, uPA surface inh 13%, USP2a block -4%, p53 reactivator 8%, Eya2 inh 2% and BRCA1 expr up 14%.
For COc1ccc(C(=O)Cc2ccccc2C(=O)O)cc1 the results were ASM inhibitor 4%, a7 integrin act -25%, PTAP TSG101 blk -9%, uPA surface inh 0% and BRCA1 expr up -22%.
For CCCn1c(O)c2ccc(C(=O)N=NC(=O)c3cccnc3)cc2c1O the results were ASM inhibitor 1%, B2AR arrestin -0.2%, a7 integrin act 22%, ELG1 genotox 0%, TRPV1 ag 1, PTAP TSG101 blk 6%, uPA surface inh -1%, USP2a block 0%, p53 reactivator -3%, Eya2 inh -11% and BRCA1 expr up -1%.
For CCc1nccn1S(=O)(=O)c1cccc([N+](=O)[O-])c1 the results were ASM inhibitor -2%, B2AR arrestin -1.0%, a7 integrin act -22%, ELG1 genotox -1%, TRPV1 ag -3, PTAP TSG101 blk -2%, uPA surface inh 15%, USP2a block 6%, p53 reactivator 4%, Eya2 inh -3% and BRCA1 expr up -11%.
Screening O=C1N(S(=O)(=O)c2ccccc2F)C(=O)C2(CCCC2)N1S(=O)(=O)c1ccccc1F returned ASM inhibitor 5%, B2AR arrestin -0.4%, a7 integrin act 17%, ELG1 genotox 2%, TRPV1 ag -2, PTAP TSG101 blk -2%, uPA surface inh 0%, USP2a block 1%, p53 reactivator 1%, Eya2 inh 10% and BRCA1 expr up 12%.
Screening S=C(NCCc1cccc(Cl)c1)NCc1ccccc1 returned B2AR arrestin 0.5%, ELG1 genotox 2%, TRPV1 ag inconclusive, USP2a block 0%, p53 reactivator -2% and Eya2 inh -6%.
Screening CCCCOc1ccccc1-c1cc(C(=O)O)[nH]n1 returned ASM inhibitor 0%, B2AR arrestin 0.0%, a7 integrin act 5%, ELG1 genotox 4%, TRPV1 ag -1, PTAP TSG101 blk -3%, uPA surface inh -3%, USP2a block -1%, p53 reactivator -13%, Eya2 inh -3% and BRCA1 expr up -7%.
NCC(O)COc1ccc2c(c1)OCO2 (stereo not given) was read as ASM inhibitor 1%, B2AR arrestin -0.3%, a7 integrin act 8%, ELG1 genotox -2%, TRPV1 ag -4, PTAP TSG101 blk 1%, uPA surface inh -6%, USP2a block 2%, p53 reactivator 15%, Eya2 inh -9% and BRCA1 expr up 23%.
For CNS(=O)(=O)c1cc(C(=O)OCC(=O)NC2CCCc3ccccc32)ccc1Cl (stereo not given) the results were ASM inhibitor -1%, B2AR arrestin 2.3%, a7 integrin act 1%, ELG1 genotox 2%, TRPV1 ag 1, PTAP TSG101 blk -2%, uPA surface inh 5%, USP2a block 1%, p53 reactivator -6%, Eya2 inh 4% and BRCA1 expr up -4%.
Screening N#Cc1c(-c2ccco2)ccn(Cc2cccc(F)c2)c1=O returned ASM inhibitor 34%, B2AR arrestin 0.2%, a7 integrin act 0%, ELG1 genotox 22%, TRPV1 ag 4, PTAP TSG101 blk 2%, uPA surface inh -8%, USP2a block 3%, p53 reactivator 1%, Eya2 inh 5% and BRCA1 expr up 6%.
`Cc1n[nH]c(C)c1S(=O)(=O)N1CCc2ccccc2C1` gave ASM inhibitor 5%, B2AR arrestin -0.6%, a7 integrin act inconclusive, ELG1 genotox 3%, TRPV1 ag 0, PTAP TSG101 blk -6%, uPA surface inh -7%, USP2a block -3%, p53 reactivator -4%, Eya2 inh -1% and BRCA1 expr up -2%.
For Cc1ccc(N2CN=c3s/c(=C\c4ccccn4)c(=O)n3C2)cc1 the results were ASM inhibitor 1%, B2AR arrestin -0.1%, a7 integrin act 4%, ELG1 genotox 4%, TRPV1 ag -4, PTAP TSG101 blk -5%, USP2a block -2%, p53 reactivator 1%, Eya2 inh 10% and BRCA1 expr up 75%.
For COc1ccc(OC)c(CNC(=O)C2CCCN(c3ncnc4c3nc3n4CCCCC3)C2)c1 (stereo not given) the results were ASM inhibitor 2%, B2AR arrestin 0.0%, a7 integrin act 0%, ELG1 genotox -6%, TRPV1 ag -3, PTAP TSG101 blk -1%, uPA surface inh -10%, USP2a block 2%, p53 reactivator -7%, Eya2 inh -6% and BRCA1 expr up -31%.
For CCOc1ccc(N(CC(=O)N2CCC(Cc3ccccc3)CC2)S(C)(=O)=O)cc1 the results were ASM inhibitor -2%, B2AR arrestin -0.2%, a7 integrin act -29%, ELG1 genotox -2%, TRPV1 ag -12, PTAP TSG101 blk -3%, uPA surface inh 0%, USP2a block 1%, p53 reactivator 0%, Eya2 inh 1% and BRCA1 expr up -18%.
For O=C(NCCc1ccccc1)C1CCCN(c2nc3ccccc3s2)C1 (stereo not given) the results were ASM inhibitor -2%, B2AR arrestin 0.0%, a7 integrin act -14%, ELG1 genotox -7%, TRPV1 ag 2, PTAP TSG101 blk -7%, uPA surface inh -2%, USP2a block 4%, p53 reactivator -1%, Eya2 inh 3% and BRCA1 expr up -11%.
